ELG1 genotoxic: inducers of genotoxicity in HEK293T ELG1-luciferase cells | HEK293T ELG1-luciferase reporter, luminescence, 16 h | Potency, µM (highest dose often 46 µM), without a hit: top-dose activity change, positive = activation, usual class: activators | 330,000 tested, 1.3% active | AID 504466; also: potency is read from the fitted curve at half-maximal effect; % of control where 0% means no effect; nearly all actives have a fitted effect of over 60% in size
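Reporter readout depends on ELG1 protein level, which increases with genetic stress. After 16 hr compound exposure at 37 °C, luciferase activity was quantified using ONE-Glo.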
p53 reactivator: restores transcriptional activity of mutant p53; H1299 p53-A138V BP100-luciferase reporter, luminescence, 24 h; Potency, µM (top dose mostly 92.2 µM), for inactives: at the top dose activity change, positive = activation, hits mostly activators; 320,000 tested, 0.063% active; AID 504706; also: potency is read from the fitted curve at half-maximal effect; % of control where 0% means no effect; nearly all actives have a fitted effect of over 45% in size
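H1299 (p53-null), stable ts p53-A138V + BP100-Luc; 1000 cells/well, Opti-MEM/10% FBS; cpd 4 pt, 1:5; 24 h, 37 deg C, 5% CO2; detection reagent 10 min RT; luminescence.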
uPA surface inh: inhibitors of cell surface uPA generation | cell surface uPA generation assay, qHTS | AID 540303 | Potency, µM (doses to about 38.3 µM), for inactives: at the top dose activity change, negative = inhibition, actives largely listed as inhibitors | 330,000 tested, 0.31% active; active = well fitted inhibition curve with a large enough effect; inconclusive = small, poorly fitted or top-dose-only effect; inactive = no such curve, though single readings can be large or run the other way; tested in mouse RAW 264.7 cells; also: potency is read from the fitted curve at half-maximal effect; % is scaled to controls: 0 for no effect and ±100 for the full control effect; nearly all actives have a fitted effect of over 55% in size
a7 integrin act: integrin-mediated muscular dystrophy alleviation activation; alpha7betagal myoblasts, beta-gal FDG fluorescence, 48 h; Potency, µM (doses to about 38.3 µM), for inactives: at the highest dose activation, most hits filed as activators; 350,000 tested, 0.064% active;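 also: potency is read from the fitted curve at half-maximal effect; 100% = response of the positive control SU9516; nearly all actives have a fitted effect of over 60% in size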
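alpha7betagal+/- myoblasts (passage 13, 250/well) treated 48 h at 37C with compounds at 1:260 dilution of DMSO stock. Lysed, then beta-galactosidase activity read as FDG fluorescence (ex 480/em 540) after 30 min, with pre-read for autofluorescence.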
B2AR arrestin: agonists driving beta-arrestin recruitment to human beta2-adrenergic receptor; P07550; beta-arrestin recruitment to beta2AR, cell-based reporter; Potency, µM (top dose mostly 46.1 µM), for inactives: at the highest dose activation, usual class: activators; 330,000 tested, 0.02% active;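 also: potency is read from the fitted curve at half-maximal effect; 0% = DMSO controls and full agonism = EC100 isoproterenol or metaproterenol; nearly all actives have a fitted effect of over 65% in size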
ASM inhibitor: blocks human secretory acid sphingomyelinase; AID 504937; Potency, µM (top dose mostly 57.5 µM), for inactives: top-dose activity change, negative = inhibition, hits mostly inhibitors; P17405; 340,000 tested, 0.006% active; placental ASM, HMU-PC fluorogenic substrate, 60 min; also: potency is read from the fitted curve at half-maximal effect
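qHTS format. ASM enzyme prepared from human placenta hydrolyses the fluorogenic substrate HMU-PC0 (9 uM final) over 60 min at 37 °C after a 10 min compound preincubation.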
Eya2 inh: Eya2 (human) phosphatase inhibition; recombinant Eya2, OMFP fluorescence dephosphorylation (OMFP is methylfluorescein phosphate); Potency, µM (top dose mostly 76.9 µM), inactives show at the top dose activity, negative = inhibition, most hits filed as inhibitors; 330,000 tested, 0.006% active; also: potency is read from the fitted curve at half-maximal effect; % is scaled to controls: 0 for no effect and ±100 for the full control effect
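Eya2 (0.2 uM) preincubated 10 min at ambient with compound, then OMFP substrate added at 50 uM; 10 min reaction in 50 mM HEPES pH 7.5, 50 mM NaCl, 5 uM MgCl2, 0.05% BSA, 1 mM DTT. Fluorescence read at Ex 485/Em 525 nm.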
BRCA1 expr up: BRCA1 expression activation; AID 624202; 380,000 tested, 1.1% active; MCF7-BRCA1-FFLuc reporter, luminescence, 48 h; response scale: scaled: vehicle 0%, 10 µM genistein 100%; Potency, µM (top dose mostly 46.1 µM), for the others: at the top dose activation, usual class: activators; also: potency is read from the fitted curve at half-maximal effect; nearly all actives have a fitted effect of over 80% in size; some results filed as inactive show a strong effect at the top dose
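Reporter cells (MCF7, BRCA1 promoter-firefly luciferase) received library compounds across a concentration series for 48 h. End-point luminescence was measured and concentration-effect curves derived after normalization.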
TSG101-PTAP inh: blocks PTAP/TSG101 interaction to inhibit HIV-1 budding | Fluorescence polarization, FITC-PTAP peptide / Tsg101 binding | Potency, µM (series often up to 115 µM), inactives show top-dose activity change, negative = inhibition, most hits filed as inhibitors | 340,000 tested, under 10 active | AID 493005; active = well fitted inhibition curve with a large enough effect in the main read-out, with a control signal flat, not every such curve was filed as active; inconclusive = small, poorly fitted or top-dose-only effect, or effect the other way, or a change in a side signal; inactive = no such curve, though single readings can be large or run the other way; also: potency is read from the fitted curve at half-maximal effect; % of control where 0% means no effect
Target sequence (Q99816 whole entry, looked up): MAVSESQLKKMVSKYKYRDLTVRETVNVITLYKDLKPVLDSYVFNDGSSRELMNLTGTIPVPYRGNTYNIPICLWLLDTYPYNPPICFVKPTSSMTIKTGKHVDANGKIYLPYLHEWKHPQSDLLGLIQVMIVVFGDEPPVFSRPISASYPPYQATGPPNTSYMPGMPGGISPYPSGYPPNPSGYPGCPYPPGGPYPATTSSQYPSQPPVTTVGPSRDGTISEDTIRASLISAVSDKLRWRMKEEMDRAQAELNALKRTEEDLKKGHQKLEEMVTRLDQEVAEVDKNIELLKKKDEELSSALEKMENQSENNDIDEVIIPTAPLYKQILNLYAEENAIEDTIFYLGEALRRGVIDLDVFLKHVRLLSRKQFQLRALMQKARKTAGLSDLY
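FP read-out: FITC-PTAP peptide, 50 nM final, binding Tsg101 binding domain, 10 uM final; 20 min, r.t.; 10 mM HEPES pH 7.5, 0.15 M NaCl, 0.01% Tween 20, 3 mM EDTA, 0.1 mM TCEP.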
TRPV1 agonist: human TRPV1 agonism. TRPV1-expressing cells, Fluo-8 calcium influx, agonist mode. activation, % at 8.33 µM. 320,000 tested, 0.19% active. AID 540275; in the data active = activation above about 80%; inconclusive = between about 30% and that limit; also: 0% is about no effect
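TRPV1-expressing cells were cultured overnight at 35.5C and loaded with Fluo-8 calcium dye for 40 to 90 min at room temperature. After a 10 s baseline, compound was added and calcium influx was read kinetically for 3 min (ex 480/em 520 nm).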
USP2a block: inhibitors of human ubiquitin-specific protease USP2a. O75604. USP2 core, Ub-CHOP2 coupled fluorogenic reporter, 485/531. Potency, µM (highest dose often 38.3 µM), for the others: at the top dose activity change, negative = inhibition, hits mostly inhibitors. 330,000 tested, 0.01% active;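 also: potency is read from the fitted curve at half-maximal effect; plate controls were DMSO wells for no effect and full inhibition by NEM control for full effect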
Target sequence (O75604 whole entry, looked up): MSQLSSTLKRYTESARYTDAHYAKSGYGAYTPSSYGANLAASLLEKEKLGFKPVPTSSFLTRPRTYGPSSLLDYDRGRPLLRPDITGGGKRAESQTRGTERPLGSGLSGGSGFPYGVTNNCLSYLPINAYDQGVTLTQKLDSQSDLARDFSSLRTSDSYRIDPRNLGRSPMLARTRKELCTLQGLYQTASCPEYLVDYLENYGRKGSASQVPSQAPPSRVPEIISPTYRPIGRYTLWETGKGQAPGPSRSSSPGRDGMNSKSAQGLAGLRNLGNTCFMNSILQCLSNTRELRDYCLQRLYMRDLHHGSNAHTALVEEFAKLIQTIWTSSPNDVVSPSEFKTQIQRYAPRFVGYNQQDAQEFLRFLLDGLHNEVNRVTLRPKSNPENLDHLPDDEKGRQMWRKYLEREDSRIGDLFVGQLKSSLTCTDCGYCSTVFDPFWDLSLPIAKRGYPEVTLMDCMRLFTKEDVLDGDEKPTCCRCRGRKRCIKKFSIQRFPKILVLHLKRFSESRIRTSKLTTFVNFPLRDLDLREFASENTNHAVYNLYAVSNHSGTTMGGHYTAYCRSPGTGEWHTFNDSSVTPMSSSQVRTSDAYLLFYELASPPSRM
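Deubiquitinase activity read as fluorescence (485/531 nm) after Ub-CHOP2 cleavage activates the enterokinase reporter on its substrate; USP2 core 10nM, Ub-CHOP2 and substrate 25nM each, 30min compound preincubation then 60min RT; data normalized to NEM, curves fitted.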
The depositor's hits bear a star; ? = inconclusive; . = not tested or not shown; [ ] = dose if it differs, or a comment. Unless noted, calls follow the shape of the dose curve; as a rule, active = well fitted curve in the direction sought with a large enough effect; inconclusive = small, poorly fitted or top-dose-only effect, or another doubt; inactive = no such curve, though single readings can be large; an effect the other way counts as inactive or inconclusive.

Each structure is followed by: ELG1 genotoxic | p53 reactivator | uPA surface inh | a7 integrin act | B2AR arrestin | ASM inhibitor | Eya2 inh | BRCA1 expr up | TSG101-PTAP inh | TRPV1 agonist | USP2a block
Cn1c(N2CCCC2)nc2c1c(=O)n(Cc1ccc(F)cc1)c(=O)n2C
  -7% | -13% | 1% | 1% | -0.7% | -10% | -4% | 0% | -15% | ? | -2%
CCC(C)NC(=O)c1ccccc1NC(=O)C(C)N(c1ccccc1)S(C)(=O)=O (stereo not given)
  0% | -5% | -2% | 4% | -0.1% | 3% | -19% | -1% | -4% | 14 | 0%
CCN(CC)C(=S)SC1CCCCN(C(=O)c2ccc(F)cc2)C1=O (stereo not given)
  -7% | -1% | . | -1% | -0.1% | -2% | 10% | -7% | 1% | ? | -2%
COC(=O)C(C)N1CCC(=O)c2ccccc2S1(=O)=O (stereo not given)
  0% | -4% | -17% | 0% | -0.3% | 1% | -5% | -1% | -4% | 0 | 1%
COc1ccc(/C=C/C(=O)NC(=S)Nc2ccc(Br)cn2)cc1
  15% | 12% | -1% | -38% | -0.4% | 6% | ? | -6% | -8% | -6 | 3%
O=C(CSc1nc(=O)n(CCN2CCOCC2)c2c1CCCC2)Nc1cccc([N+](=O)[O-])c1
  0% | 1% | 4% | 3% | 0.0% | -1% | -24% | -12% | -3% | 3 | 2%
C=CCN(Cc1cn(C)nc1-c1cccc(Cl)c1)C1CCS(=O)(=O)C1 (stereo not given)
  1% | -4% | 5% | 0% | 0.6% | -2% | -16% | -20% | -2% | 4 | 0%
COCCSc1ccccc1C(=O)N1CCCC(C)C1 (stereo not given)
  0% | 10% | 7% | 16% | -0.2% | 4% | -4% | -5% | 0% | -2 | 3%
O=C(NCc1ccc2c(c1)OCO2)c1ccc(NS(=O)(=O)c2ccc3c(c2)OCCO3)cc1
  1% | -11% | . | 18% | -0.4% | -3% | -4% | 1% | -3% | -2 | 4%
Cc1cc(C)c(S(=O)(=O)Nc2ccccn2)c(C)c1
  0% | . | -1% | 0% | 0.3% | 4% | -3% | 16% | -2% | 1 | -2%
Cc1cccc(C(=O)Nc2c(C(=O)N(C)C)cnn2-c2ccccc2)c1
  3% | . | -4% | 19% | 3.3% | 4% | ? | 9% | -3% | 0 | 0%
COc1ccc(C2=NOC(C(=O)Nc3cc(C)on3)C2)cc1 (stereo not given)
  -2% | -2% | 9% | 16% | 0.0% | 2% | 0% | 1% | -2% | -1 | 2%
CCOc1ccc(NC2CCN(C(C)=O)CC2)cc1
  1% | 5% | 12% | -15% | 0.0% | 2% | 2% | 31% | -2% | 4 | -3%
O=C1C=CC(=O)c2c(O)c(CO)c(CO)c(O)c21
  . | . | 10% | -17% | . | -12% | . | -66% | ? | . | .
COc1cc(C2c3c(oc4ccccc4c3=O)C(=O)N2c2ccc(C)cn2)ccc1O (stereo not given)
  2% | 2% | 4% | 6% | 2.7% | -6% | -10% | 4% | -8% | -3 | -4%

Only TSG101-PTAP inh (2 entries from above):
smiles	TSG101-PTAP inh
Cn1c(N2CCCC2)nc2c1c(=O)n(Cc1ccc(F)cc1)c(=O)n2C	-15%
CCC(C)NC(=O)c1ccccc1NC(=O)C(C)N(c1ccccc1)S(C)(=O)=O (stereo not given)	-4%

Next records.
Each structure is followed by: ELG1 genotoxic | p53 reactivator | uPA surface inh | a7 integrin act | B2AR arrestin | ASM inhibitor | Eya2 inh | BRCA1 expr up | TSG101-PTAP inh | TRPV1 agonist | USP2a block
Cc1cccc(C)c1NC(=S)N(Cc1ccccc1)Cc1cccnc1
  -15% | -1% | -3% | 9% | -1.2% | 8% | -1% | 8% | -1% | 4 | 2%
CNC(=O)C(=O)NCC1OCCN1S(=O)(=O)c1ccc2c(c1)OCCO2 (stereo not given)
  0% | ? | 3% | 10% | 0.0% | 1% | 2% | -16% | -5% | 0 | -1%
Cc1nnc(NC(=O)CSc2nnc(Cc3cccn3C)n2-c2cccc(C(F)(F)F)c2)s1
  -2% | -15% | -6% | 16% | -0.1% | -9% | -2% | -16% | -3% | 1 | -1%
C[C@@H]1C[C@H](Nc2ccccc2)c2ccccc2N1C(=O)c1cccnc1
  -1% | -14% | -14% | -14% | -0.8% | 1% | ? | -32% | -2% | 10 | 2%
CCS(=O)(=O)N1CCCC(C(=O)NCc2ccccc2Cl)C1 (stereo not given)
  2% | 4% | 10% | -8% | -1.5% | 0% | -15% | 6% | -5% | 3 | 1%
COc1ccc(Cl)cc1N(CC(=O)N(C)C)S(=O)(=O)c1ccc(C)c([N+](=O)[O-])c1
  -8% | -1% | -6% | -6% | -0.1% | 0% | 14% | -1% | -4% | 6 | 1%
CCOc1ccc(CN2CCN(Cc3nc4c(s3)CCCC4)CC2CCO)cc1 (stereo not given)
  -4% | 1% | 10% | 10% | -0.9% | -3% | 6% | -2% | -5% | -1 | -1%
C(=C1c2ccccc2-c2ccccc21)c1ccncc1
  . | . | -7% | -9% | . | 63%[activator] | . | -34% | -2% | . | .
COc1cccc(NC(=O)CS(=O)(=O)c2cn(CC(=O)N3CCOCC3)c3ccccc23)c1
  1% | -1% | 14% | 9% | -0.3% | 11% | 9% | 7% | -1% | 2 | 3%
Cc1nn(Cc2ccc(Cl)c(Cl)c2)c(C)c1NC(=O)c1cc(-c2ccc3c(c2)OCO3)on1
  -10% | -25% | . | -52%[inhibitor] | -1.9% | -4% | -2% | -66% | -7% | 2 | 0%
COc1ccc(-n2nc(C(=O)NCC(=O)NC(C)C)c3ccccc3c2=O)cc1Cl
  -6% | -4% | -2% | 8% | -0.4% | -2% | -22% | -24% | -2% | -4 | 0%
Nc1ncnc(Nc2ccccn2)c1[N+](=O)[O-]
  -11% | -2% | 2% | 10% | -0.2% | -2% | 7% | 6% | 1% | -4 | -1%
CCOc1ccccc1NC(=S)N1CCN(c2cccc(C)c2C)CC1
  -3% | -4% | -67% | -47%[inhibitor] | -0.6% | -3% | 6% | -41% | -8% | 1 | 0%
CCOc1ccc2ncc(C(=O)c3ccc(OC)cc3)c(N3CCN(CC)CC3)c2c1
  1% | 2% | -2% | 1% | -0.1% | -5% | 10% | -31% | -1% | 10 | 1%
CCN(C(=O)CSc1nnc(-c2cccc(Cl)c2)n1N)c1c(N)n(Cc2ccccc2)c(=O)[nH]c1=O
  . | . | 14% | 36% | . | 2% | . | -8% | 0% | . | .
COc1cc2c(C(=O)O)c(C)n(-c3ccccc3)c2c2ccccc12
  -4% | -1% | 4% | 28% | -0.2% | -9% | -3% | -26% | -2% | ? | 1%
CCOC(=O)N1CCC(NC(=O)C2=CCN(S(=O)(=O)c3ccccc3)CC2)CC1
  -4% | -1% | -2% | -25% | -0.4% | 2% | 1% | 0% | -8% | -3 | 2%
Cc1cc(C)cc(N(C(=O)c2csnn2)C(C(=O)NC2CCCC2)c2cccnc2)c1 (stereo not given)
  -6% | -11% | 3% | 16% | -0.2% | 0% | -1% | 3% | 0% | 1 | -1%
CN(CC(=O)N(CCO)Cc1ccccc1)S(=O)(=O)c1ccc2c(c1)c(=O)n(C)c(=O)n2C
  2% | -4% | 2% | 14% | -0.1% | -1% | 6% | -24% | -6% | -2 | 1%
Cc1cc(C)n(CCC(=O)N2CCCC(Nc3ccc(F)cc3)C2)n1 (stereo not given)
  . | . | 7% | 23% | . | 2% | . | -18% | -2% | . | .
Cc1ccc(N(CC(O)CN2CCCC2)S(=O)(=O)c2ccc(C)cc2)cc1 (stereo not given)
  0% | -7% | -7% | -9% | 0.5% | -2% | 9% | -7% | 2% | 0 | 0%
O=C(NC1CCS(=O)(=O)C1)C1CCCN(S(=O)(=O)c2ccc(Cl)cc2)C1 (stereo not given)
  2% | -21% | -5% | 5% | -0.7% | 6% | -9% | -17% | -5% | -3 | 2%
CCc1ccc(NC(=O)Cc2ccc(-n3cccc3)cc2)cc1
  1% | -6% | -3% | 7% | 14% | 1% | -3% | -5% | 1% | -2 | 3%
CCOC(=O)c1[nH]c(C)c(C(=O)OCCN2C(=O)c3ccccc3C2=O)c1C
  10% | -14% | -4% | -5% | -0.4% | 0% | -1% | -36% | -3% | 0 | -1%
Cc1nnc(-c2cccc(Br)c2)c2cn(-c3ccccc3Cl)nc12
  2% | -6% | -2% | -13%[7.66 µM] | 0.0% | -8% | 15% | -41% | -2% | 22 | -1%

From PubChem
